# Screening data: PubChem BioAssay, several laboratories
# p97 ATPase inh: inhibitors of human p97 ATPase | inhibition, % at 8 µM | recombinant p97 ATPase, Kinase-Glo ATP luminescence, 3 h | 0.42% of 220,000 active | P55072; in the data active means inhibition above about 15%;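 further: 0% = DMSO vehicle and 100% = wells lacking enzyme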
# Thrombin inh: blocks human thrombin protease activity. P00734. alpha-thrombin, Boc-VPR-AMC fluorogenic substrate cleavage. inhibition, % at 5 µM. 0.26% of 220,000 active. AID 1046;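 active means inhibition at or above 40%; inactive means inhibition below 40%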;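 further: 0% = enzyme with no compound and 100% = wells without enzyme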
#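 Material: Human alpha-thrombin protein | Buffer or medium: pH 7.5 Tris-saline with Tween 20 | Reagent: Boc-VPR-AMC substrate, 15 µM final | Schedule: Reaction at ambient temperature | Detection: AMC fluorescence at 355 nm excitation and 460 nm emission | Evaluation: Percent inhibition scaled between no-compound controls and no-enzyme blanks | Controls: no-compound enzyme wells and no-enzyme blanks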
# hK5 inh: blocks human kallikrein 5 protease activity. AID 873. 0.59% of 210,000 active. recombinant hK5, fluorogenic AMC substrate cleavage. inhibition, % at 5 µM;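 active means inhibition of 40% or more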;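 further: 0% = enzyme controls without compound and 100% = no-enzyme blanks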
# Target sequence (Q9Y337 67-293 limits assumed): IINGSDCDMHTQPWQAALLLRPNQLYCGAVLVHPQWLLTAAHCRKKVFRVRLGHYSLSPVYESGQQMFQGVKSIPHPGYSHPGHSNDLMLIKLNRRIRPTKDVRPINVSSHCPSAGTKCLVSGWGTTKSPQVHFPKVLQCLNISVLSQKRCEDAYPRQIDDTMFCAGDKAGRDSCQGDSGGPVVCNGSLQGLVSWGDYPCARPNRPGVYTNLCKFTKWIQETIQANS
# Wee1 stabilizer: human Wee1 degradation inhibition, primary screen | 1.2% of 220,000 active | reporter increase, % at 5 µM | P30291 | HeLa Luc-Wee1K328M stability, luciferase luminescence; 100% = proteasome inhibitor MG132 effect | AID 1321;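 active means activation above the mean of all tested compounds plus 3 SD, set per screening run, cut at about 8.8% in these data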;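 further: cells exposed to compound for 20 h before luminescence read; 0% = DMSO alone and 100% = MG132 at 30 µM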
# FXIIa inh: inhibitors of human coagulation factor XIIa. 0.3% of 220,000 active. inhibition, % at 5 µM. purified FXIIa, Boc-QGR-AMC fluorogenic substrate, 2 h; in the data active means inhibition above about 40%;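 further: 0% = enzyme with no compound and 100% = blank without enzyme; many of its hits are not listed in these tables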
# Target sequence (P00748 20-372 limits assumed): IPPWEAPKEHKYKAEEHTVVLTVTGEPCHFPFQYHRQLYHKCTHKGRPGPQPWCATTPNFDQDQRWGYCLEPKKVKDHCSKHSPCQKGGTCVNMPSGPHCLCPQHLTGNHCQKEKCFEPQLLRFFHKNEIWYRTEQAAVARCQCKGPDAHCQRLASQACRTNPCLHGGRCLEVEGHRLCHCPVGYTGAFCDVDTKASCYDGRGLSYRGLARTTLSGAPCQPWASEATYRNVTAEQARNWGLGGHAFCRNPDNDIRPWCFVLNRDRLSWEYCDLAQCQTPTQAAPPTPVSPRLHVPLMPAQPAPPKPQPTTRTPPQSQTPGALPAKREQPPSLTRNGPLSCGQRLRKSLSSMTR
# Target sequence (P00748 373-615 limits assumed): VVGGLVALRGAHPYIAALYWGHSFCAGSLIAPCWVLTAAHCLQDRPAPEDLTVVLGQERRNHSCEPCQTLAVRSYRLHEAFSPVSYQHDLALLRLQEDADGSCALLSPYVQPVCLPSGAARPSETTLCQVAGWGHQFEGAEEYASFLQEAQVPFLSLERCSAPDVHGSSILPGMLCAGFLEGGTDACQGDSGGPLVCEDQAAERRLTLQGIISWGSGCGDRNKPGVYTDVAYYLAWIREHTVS
# Furin inh: human furin inhibition. 0.061% of 220,000 active. inhibition, % at 30 µM. purified furin, fluorogenic substrate cleavage; in the data active means inhibition above about 25%; further: inactives centre near -15
# FXIa inh 1536: factor XIa (human) inhibition. purified FXIa, Boc-Glu-Ala-Arg-AMC fluorogenic substrate. 0.14% of 220,000 active. inhibition, % at 5 µM;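 active means inhibition of at least 40%; inactive means inhibition below 40%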;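 further: fluorescence of freed AMC excited at 355 nm; 0% = enzyme without compound and 100% = no enzyme blank; many of its hits are not listed in these tables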
# Cl transport mod: modulators of human KCC2 chloride dependent transport | Q9H2X9 | KCC2 cells, thallium flux FluoZin-2 fluorescence | B-score of Tl+ flux slope (higher = more flux/activation; lower = inhibition) at 10 µM | 2.2% of 190,000 active | AID 1456;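 active means thallium flux slope and its plate-corrected score both differing from the plate sample mean at a set confidence after two filtering rounds, in either direction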;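 further: slope of fluorescence scaled to starting intensity during 10 to 20 s after thallium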
# PERK inhibitor: human PERK inhibition, primary cell-based screen; AID 1416; 0.17% of 220,000 active; inhibition, % at 5.6 µM; CHO PERK-DD fusion, SEAP luminescence translation reporter;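 active means inhibition above the mean inhibition of all tested compounds plus 3 SD, set separately per screening campaign, cut at about 2.9% in these data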;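 further: PERK kinase domain activated by AP20187 dimerizer at 100 nM; 0% = DMSO with dimerizer and 100% = rapamycin at 8.4 µM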
# Numbers without * were called inactive; nt = no result given; [ ] = another dose, or the depositor's remark. Compounds were not picked by outcome (roughly 4.4% active in at least one column).
SMILES,p97 ATPase inh,Thrombin inh,hK5 inh,Wee1 stabilizer,FXIIa inh,Furin inh,FXIa inh 1536,Cl transport mod,PERK inhibitor
CCOC(=O)C1CCN(C(=O)c2ccc3c(c2)OCO3)CC1,1.9,-0.7,3.9,-1.5,-5.1,-24.1,-5.1,nt,0.5
O=C(NCCc1ccc(Cl)cc1)c1cc2ccccn2n1,0.5,-3.5,-0.1,-1.7,0.7,-9.3,-1.9,-2.17,0.9
CCOC(=O)CNC(=O)Cc1ccc(OC)cc1,-3.5,11.8,25.4,2.3,42.7*,6.5,19.2,0.0293,1.2
CCCCOC(=O)Nc1nccs1,0.8,-1.6,2.4,3.5,9.1,-19.5[20 µM],-1.5,-0.0197,1.2
CCC(C)NC(=O)c1ccc2c(Cl)c3c(nc2c1)CCC3 (centres undefined),3.8,-4.4,2.5,0.7,6.0,-15.1,12.5,0.0535,-1.1
O=C(COC(=O)/C=C/c1ccc(F)cc1)Nc1ccccc1-c1ccccc1,2.1,-3.6,-18.0,3.1,8.8,-20.1,4.5,1.19,0.5
S=C(NCc1cccnc1)Nc1ccc(Cl)c(Cl)c1,-1.9,0.2,-1.5,-0.8,17.1,-16.6[20 µM],6.8,-1.49,0.6
O=C(CCC1CCCC1)Nc1ccc(Br)cn1,2.9,1.0,-24.9,3.3,-5.4,-23.1[20 µM],-0.7,-0.00903,1.2
NS(=O)(=O)c1ccc(CCNC(=O)c2cccnc2)cc1,3.6,0.3,0.2,5.5,12.1,-13.2[20 µM],6.2,-0.316,0.6
CCc1nc2cc([N+](=O)[O-])c([N+](=O)[O-])cc2[nH]1,-2.8,-7.2,-12.6,3.3,0.7,-6.1,-7.6,-0.172,0.6
C(#CCN1CCOCC1)COCCCOC(c1ccccc1)c1ccccc1,0.8,-3.6,1.3,3.1,14.0,-14.0[20 µM],-4.0,nt,-1.0
CCN(CC)CCOC(=O)c1ccc(NC(=O)c2cccc(C)c2[N+](=O)[O-])cc1,-2.4,-1.8,-22.4,-3.9,-1.8,-28.4,8.0,0.155,0.3
COc1cc2nc(NCCCN3CCN(C)CC3)n3nc(-c4ccccc4)nc3c2cc1OC,-9.2,2.1,-1.2,3.5,13.5,-18.7[20 µM],-4.0,nt,-1.6
Nc1nonc1C(=Nc1ccccc1)NO,8.3,2.0,3.3,-2.3,7.1,-12.5,2.2,-1.35,1.0
Cc1cc(C)n(C(=O)CCCCCC(=O)n2nc(C)cc2C)n1,-2.6,-10.5,5.9,-1.4,-7.5,-14.6[20 µM],-10.0,0.0716,0.8
COc1ccc2nc(NC(=O)CSc3nnc(N)s3)sc2c1,0.9,13.0,-0.3,1.2,-1.0,0.6,-6.6,-0.049,0.9
O=C1CN(C(=O)CSc2nnc(C3CC3)n2-c2ccccc2)c2ccccc2N1,7.4,-14.6,6.7,-3.4,-6.4,8.8[20 µM],-0.5,-0.0532,0.9
CCCc1nc(SCC(=O)Nc2ccc(N3CCOCC3)cc2)c2ccccc2n1,-4.3,0.8,-8.1,1.5,19.5,-10.9[20 µM],19.6,-0.759,-1.4
CN(C)c1ccc(C=NCC2COc3ccccc3O2)cc1 (centres undefined),-3.4,-7.1,-0.8,-0.1,4.3,1.4,-3.9,0.0531,0.5
COC(=O)NNC(=O)C1CCC(C(=O)NNC(=O)OC)CC1 (centres undefined),6.0,-12.5,-6.7,-2.7,4.3,-18.7,-2.1,-0.00161,0.5
COc1ccc(Cn2cccc(NC(=O)Nc3ccc(C#N)cc3)c2=O)cc1,0.4,-4.3,-4.3,-4.9,8.8,-20.0,-1.3,0.824,-0.1
O=C1CC(=C(c2ccccc2)c2ccccc2)C(=O)N1CCCCN1CCN(c2ccccc2)CC1,-1.3,2.0,3.9,1.6,31.4,-1.4[20 µM],7.0,0.0819,-1.7
Cc1ccc(-n2cc(C(=O)c3ccccc3O)cn2)cc1,-2.4,3.8,-14.3,2.5,17.4,-10.9[20 µM],4.7,nt,0.9
O=C(C1=C[C@H](C2CCCCC2)C[C@H](OCc2ccc(CO)cc2)O1)N1CCN(Cc2ccc3c(c2)OCO3)CC1,-9.3,-6.2,-2.0,5.9,4.8,-16.2,-2.4,0.371,-0.7
CCn1cc(C(=O)N2CCN(c3ccccc3OC)CC2)c2cc(OC)c(OC)cc2c1=O,-1.3,-12.1,-3.1,-0.1,9.4,-8.5,-8.6,0.042,-0.5
CCc1ccccc1NC(=O)N1CCCC(CCC(=O)N(C)CCc2ccccn2)C1 (centres undefined),0.0,-12.4,-1.9,-2.7,6.6,-25.2,-3.5,nt,-0.1
OC1CSc2nc3ccccc3n2C1 (centres undefined),1.7,0.8,-2.8,-2.3,5.6,-19.6,-0.5,0.114,0.6
CSC1=N/C(=C\c2ccccc2C)C(=O)S1,7.3,-15.6,-4.0,0.9,-0.3,-24.9,-3.5,-0.0416,0.4
Cc1ccc(S(=O)(=O)N2CCCCC2)cc1NC(=O)c1ccccn1,-2.0,3.4,0.9,-4.3,5.2,-17.4,-2.2,0.00806,-0.5
O=C1CCCC2=C1C(c1ccc(Cl)cc1)N1C(=O)CCSC1=N2 (centres undefined),2.1,3.8,-8.3,0.8,17.8,-18.3[20 µM],9.5,1.03,-0.8
CCC(=O)N1c2ccc(S(=O)(=O)CCC(=O)N3CCN(c4ccccc4)CC3)cc2CC1C (centres undefined),3.1,1.9,9.9,-0.6,14.8,-18.5,-13.8,nt,-0.7
COc1ccc2nc(SCc3ccccc3)nc(C)c2c1,-6.6,-16.1,-15.0,4.7,-2.8,-3.8,-8.8,0.82,0.4
CCOCCCNC(=O)CNC(=S)N(Cc1ccccc1F)C1CCCCC1,-0.6,-15.5,4.8,-0.1,-2.4,-12.7[20 µM],5.7,0.115,0.1
Cc1cc(C(=O)Nc2sc3c(c2C#N)CCC(C)C3)no1 (centres undefined),6.4,-5.2,-5.0,3.6,2.7,-25.6[20 µM],-7.6,2.3,-0.1
O=C(CN1CCCC1)Nc1ccc(Oc2ccc(NC(=O)CN3CCCC3)cc2)cc1,-1.7,-4.7,4.8,0.9,-4.0,-2.2,-6.4,nt,0.1
CN1CCN(CC(O)COCc2ccc3c(c2)OCO3)CC1 (centres undefined),0.5,-2.8,-6.2,-0.4,0.1,-9.4,-3.4,0.69,1.5
CCCn1c(NC(=O)c2ccc(F)cc2)nc2ccccc21,0.2,-1.3,-8.6,2.1,1.4,-7.7,-5.6,0.929,0.0
COc1ccc(OC)c(NC(=O)c2cccc(C)c2[N+](=O)[O-])c1,0.2,-9.3,0.6,-0.1,11.2,-14.7,-0.9,0.0124,0.3
CC(=O)Nc1cccc(C(=O)/C=C/c2ccc(F)cc2)c1,1.7,-17.6,-7.6,2.2,-0.1,-17.8,-4.0,-0.166,0.4
O=C(NCCc1ccc(Cl)cc1)C1CCN(S(=O)(=O)N2CCC3(CC2)OCCO3)CC1,-0.8,-3.6,-3.5,4.0,6.7,-6.7,-5.8,-0.698,-0.8
CN(C)Cc1c(O)ccc2[nH]cnc12,3.3,-0.8,2.6,-3.9,5.7,-20.0,5.0,-0.0499,0.1
CCOCCCNC(=O)C(c1ccccc1)N(Cc1cccs1)C(=O)CNC(=O)c1ccccc1 (centres undefined),5.0,0.5,6.2,-1.8,14.5,-18.9,7.5,-0.0642,-0.6
O=C(Oc1ccccc1)N(c1ccccc1)c1ccccc1,3.3,2.1,9.6,-2.3,15.2,-4.9,9.2,-0.808,1.3
Cc1ccc2nc(N(CCCN(C)C)C(=O)c3ccc(Br)s3)sc2c1,-1.6,1.4,-7.8,0.7,10.7,-11.7,-0.5,-0.00824,0.9
Cc1ccc(/C([O-])=C(/C(=S)NCCN2CCOCC2)[n+]2ccccc2)cc1[N+](=O)[O-],-0.2,-0.9,3.0,2.2,nt,-21.9,0.4,1.62,-0.3
Cc1ccc(-c2noc(CSc3nnc(Cc4cccs4)n3-c3ccccc3)n2)cc1,-4.3,-6.6,-0.5,-0.4,4.9,-5.3,-4.8,0.309,0.2
O=C(NCCCc1ccccc1)c1ccncc1,1.1,-2.1,2.1,0.2,11.5,-14.6,2.4,0.293,0.8
COc1ccc(/C=C/C(=O)NCc2ccccn2)cc1OC,5.4,-11.2,-8.0,-1.9,-0.8,-20.4,-6.0,-0.129,0.0
COC(=O)N/N=C/C1=CCC2CC1C2(C)C (centres undefined),-7.7,25.1,20.8,2.6,27.8,-8.8,29.8,0.0545,0.0
COc1ccc(Cl)c(Cn2c(NCCCN(C)C)nc3c2c(=O)n(C)c(=O)n3C)c1,4.5,1.0,-6.9,-1.6,18.5,-18.8[20 µM],5.8,0.688,-1.9
FC(F)(F)c1cc(-c2ccccc2)nc(NCC2CCCO2)n1 (centres undefined),-1.0,4.7,-2.4,-1.1,24.8,-2.5,12.9,nt,0.0
CC1Cc2ccccc2N1C(=O)Cn1nc(C(=O)O)c2ccccc2c1=O (centres undefined),-10.9,2.2,-9.3,-1.3,12.4,-6.7,-2.2,-2.39,-1.7
Cc1c(NC(=O)C2(c3ccccc3)CCCC2)c(=O)n(-c2ccccc2)n1C,1.8,7.8,-18.8,-1.3,13.8,-25.2[20 µM],-2.5,0.108,-0.7
COc1ccccc1N(CC(=O)NC(C)(C)C)C(=O)C1CSC(=O)C1 (centres undefined),6.7,-3.7,-6.8,0.0,3.1,-20.9[20 µM],-6.9,-0.537,0.3
Cc1nonc1C(=O)N/N=C/c1ccccc1,-9.4,-10.2,-4.5,0.5,0.0,-14.7,-5.3,0.43,0.3
